Bioassay records deposited in PubChem by several laboratories.
DAGLB inhibitor = blocks human DAGLB lipase activity; inhibition, % at 5.17 µM; 340,000 compounds, 0.059% hits; HEK293T DAGLB membrane lysate, EnzChek fluorogenic substrate; AID 504411; Q8NCG7; in the data active = inhibition above about 34%;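 also: 0% = enzyme with vehicle and 100% = wells lacking enzyme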
RTF Ca sens inh = cardiac RTF calcium desensitization. AID 493244. IANBD-labeled cardiac RTF, Ca2+ fluorescence. inhibition, % at 7.15 µM. 340,000 compounds, 0.12% hits;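 active = inhibition above the mean inhibition of all tested compounds plus 3 SD, cut at about 17% in these data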;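 also: assay run at fixed EC70 calcium of 1.6 mM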
Rtt109 HAT inh = inhibitors of Candida albicans Rtt109/Vps75 histone acetyltransferase. Q5AAJ8. purified Rtt109/Vps75, ThioGlo CoA-SH fluorescence, 4 h. inhibition, % at 34.9 µM. 330,000 compounds, 0.16% hits. AID 540336;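 active = inhibition of at least 50% in every replicate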
Target sequence (Q5AAJ8 whole entry, looked up): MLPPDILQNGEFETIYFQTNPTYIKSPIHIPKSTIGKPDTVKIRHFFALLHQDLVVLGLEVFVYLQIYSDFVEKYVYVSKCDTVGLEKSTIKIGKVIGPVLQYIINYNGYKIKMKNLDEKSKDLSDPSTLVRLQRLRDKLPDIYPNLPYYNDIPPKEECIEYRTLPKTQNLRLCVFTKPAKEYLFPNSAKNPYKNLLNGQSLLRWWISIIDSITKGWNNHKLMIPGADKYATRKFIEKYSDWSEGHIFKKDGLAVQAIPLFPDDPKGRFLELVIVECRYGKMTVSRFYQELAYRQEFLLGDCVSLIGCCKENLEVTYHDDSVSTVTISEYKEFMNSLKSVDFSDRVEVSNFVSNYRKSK
Keap1-Nrf2 PPI = disrupts human Keap1 binding to Nrf2 peptide. Q14145. AID 504523. 340,000 compounds, 0.15% hits. Keap1 Kelch-Nrf2 peptide fluorescence polarization, 1536-well. inhibition, % at 9.4 µM; in the data active = inhibition above about 12%;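 also: human Keap1 Kelch domain with fluorescein labeled Nrf2 9mer peptide probe; 0% = neutral control wells and 100% = peptide positive control; higher means more block of Keap1 binding to Nrf2 peptide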
Target sequence (Q14145 whole entry, looked up, the tested form may be a part): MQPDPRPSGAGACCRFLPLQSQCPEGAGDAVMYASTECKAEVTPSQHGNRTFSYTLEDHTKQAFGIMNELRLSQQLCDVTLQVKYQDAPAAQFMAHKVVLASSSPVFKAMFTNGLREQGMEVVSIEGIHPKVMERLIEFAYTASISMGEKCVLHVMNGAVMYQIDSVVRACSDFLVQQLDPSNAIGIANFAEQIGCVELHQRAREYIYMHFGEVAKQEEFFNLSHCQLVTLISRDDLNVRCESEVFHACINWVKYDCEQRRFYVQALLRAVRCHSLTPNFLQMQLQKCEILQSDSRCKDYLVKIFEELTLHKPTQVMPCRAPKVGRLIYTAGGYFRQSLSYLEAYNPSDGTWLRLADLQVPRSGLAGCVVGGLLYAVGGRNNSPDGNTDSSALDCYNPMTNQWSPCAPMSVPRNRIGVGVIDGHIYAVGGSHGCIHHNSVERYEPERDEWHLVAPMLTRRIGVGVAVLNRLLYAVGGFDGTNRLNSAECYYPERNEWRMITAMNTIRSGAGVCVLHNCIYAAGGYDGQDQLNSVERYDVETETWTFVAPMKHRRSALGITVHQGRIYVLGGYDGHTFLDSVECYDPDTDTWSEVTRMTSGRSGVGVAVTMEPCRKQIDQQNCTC
PKA-R2B act = activates the human PKA-R2B holoenzyme complex; P22694+P31323; PKA-R2B holoenzyme dissociation, Cy5-IP20 fluorescence polarization; R2B truncated from residue 108, S112A mutant; 0% DMSO only, 100% 113 µM cGMP; activation, % at 11.4 µM; 340,000 compounds, 0.079% hits; AID 504700;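 active = activation above a cutoff set at the mean over all compounds plus 3 SD, cut at about 18% in these data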;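 also: higher means more holoenzyme dissociation and a rise in polarization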
RTF Ca sens act = cardiac RTF calcium sensitization | 340,000 compounds, 0.24% hits | activation, % at 7.2 µM | AID 493008 | P19429+P45379 | IANBD-labeled TnC RTF fluorescence at EC20 calcium; 0% EC20 calcium, 100% full calcium;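 active = activation above the mean over all tested compounds plus 3 SD, cut at about 30% in these data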;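 also: rise in fluorescence read as greater calcium sensitivity of cardiac thin filaments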
CAL PDZ FP-1 = blocks peptide binding to the human CAL PDZ domain | purified CAL PDZ, TMR-peptide fluorescence polarization, 1 h | inhibition, % at 24.9 µM | 300,000 compounds, 0.92% hits | AID 602252;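 active = mean inhibition of at least 30% with at least half of replicates also reaching 30%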;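 also: 0% = DMSO neutral control and 100% = excess unlabeled competitor peptide PRC23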
SR-BI uptake up = activators of SR-BI mediated HDL lipid uptake; CHO ldlA[mSR-BI] cells, DiI-HDL uptake fluorescence, 3 h; 100 = double the neutral-control signal; activation, % at 12.5 µM; 320,000 compounds, 0.096% hits;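 active = mean replicate activation of at least 60% and every replicate at or above 60%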;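 also: 0% = median plate neutral-control signal and 100% = twice that signal; values of inactives mirror those of a sister screen read the other way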
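Assay system: LDL receptor-deficient CHO ldlA cells overexpressing murine SR-BI / Medium: BSA-supplemented, HEPES-buffered Ham's F12, pH 7.4 / Probe or stimulus: DiI-labelled HDL at 10 µg/mL final / Timing: compound with DiI-HDL co-incubation, 3 h at 37 °C / Technique: bottom-read cell fluorescence after medium removal, ex 550/em 595 nm / Measure: HDL uptake via cellular fluorescence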
CAL PDZ FP-2 = blocks peptide binding to human CAL PDZ domain. purified CAL PDZ, TMR-peptide fluorescence polarization, 1 h. inhibition, % at 20 µM. 330,000 compounds, 0.02% hits. AID 504414;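 active = highest replicate inhibition of at least 40%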;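 also: plate controls were DMSO neutral control wells for no effect and unlabeled competitor peptide control wells for full effect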
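Material: tagged CAL PDZ protein CerCALP, purified; buffer or medium: sodium phosphate/NaCl buffer pH 7.4 with TCEP, IgG, Thesit; also added: fluorescent TMR peptide probe; schedule: 1 h incubation at room temperature before polarization reading; technique: fluorescence polarization from S- and P-plane intensities, G-factor corrected; control set: unlabelled peptide and DMSO controls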
LANA DNA inh = inhibitors of KSHV LANA C-terminal domain DNA binding. MBP-C-LANA/FAM-LBS DNA binding, fluorescence polarization. inhibition, % at 9 µM. 340,000 compounds, 0.078% hits. AID 504423;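 active = highest replicate inhibition at or above 60% at 9 µM, even if other replicates fall short; inactive = all replicates below 60% inhibition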;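 also: 0% = neutral control wells and 100% = 4 µM acridine orange control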
* hit, by the source's call; . = not tested or not shown.

Start of the data: the first four compounds, ahead of the listing:
compound,DAGLB inhibitor,RTF Ca sens inh,Rtt109 HAT inh,Keap1-Nrf2 PPI,PKA-R2B act,RTF Ca sens act,CAL PDZ FP-1,SR-BI uptake up,CAL PDZ FP-2,LANA DNA inh
CC(=O)N1CCc2c(sc(NC(=O)CS(=O)(=O)c3ccc(F)cc3)c2C#N)C1,-0.5,3.4,-6.3,3.6,17.4,-3.9,2.2,-16.2,-3.4,1.3
CC(=O)NC(Cc1cccc(F)c1)C(=O)NC1CCN(C(=O)Nc2ccccc2)CC1 (centres undefined),-1.1,8.8,-9.0,3.9,7.8,-5.5,8.5,.,-1.5,-0.3
CN(c1ccc(OCC(=O)Nc2ccc3[nH]c(=O)[nH]c3c2)cc1)S(=O)(=O)c1ccc(Cl)cc1,3.9,-1.2,-2.2,4.8,6.7,-1.1,-2.7,-23.5,2.1,-0.3
Cc1cc(C(=O)COC(=O)C2COc3ccccc3O2)c(C)n1CC1CCCO1 (centres undefined),-2.3,-0.4,-3.8,0.8,-1.9,-1.1,-3.0,26.6,-1.6,-0.2

All compounds of this part (from the top)
compound,DAGLB inhibitor,RTF Ca sens inh,Rtt109 HAT inh,Keap1-Nrf2 PPI,PKA-R2B act,RTF Ca sens act,CAL PDZ FP-1,SR-BI uptake up,CAL PDZ FP-2,LANA DNA inh
CC(=O)N1CCc2c(sc(NC(=O)CS(=O)(=O)c3ccc(F)cc3)c2C#N)C1,-0.5,3.4,-6.3,3.6,17.4,-3.9,2.2,-16.2,-3.4,1.3
CC(=O)NC(Cc1cccc(F)c1)C(=O)NC1CCN(C(=O)Nc2ccccc2)CC1 (centres undefined),-1.1,8.8,-9.0,3.9,7.8,-5.5,8.5,.,-1.5,-0.3
CN(c1ccc(OCC(=O)Nc2ccc3[nH]c(=O)[nH]c3c2)cc1)S(=O)(=O)c1ccc(Cl)cc1,3.9,-1.2,-2.2,4.8,6.7,-1.1,-2.7,-23.5,2.1,-0.3
Cc1cc(C(=O)COC(=O)C2COc3ccccc3O2)c(C)n1CC1CCCO1 (centres undefined),-2.3,-0.4,-3.8,0.8,-1.9,-1.1,-3.0,26.6,-1.6,-0.2
O=C(NCCO)c1ccccc1O,-2.2,-11.8,-7.5,1.4,3.2,1.3,-1.3,14.3,-0.9,-1.4
O=C(CSc1nnnn1C1CCCC1)Nc1ccccc1F,-0.5,-4.9,0.5,1.9,5.4,-0.7,-4.3,14.7,0.0,1.4
COc1ccc(NC(=O)Nc2ccccc2F)c([N+](=O)[O-])c1,3.4,8.2,.,-5.6,-19.1,-3.0,-0.3,-6.5,-0.2,1.1
CCOC(=O)Oc1ccc2oc(=O)cc(C)c2c1,3.6,6.2,-11.0,0.6,-5.2,11.2,0.6,-18.0,.,0.3
O=C(O)c1ccc(N/N=C/C2=C(N3CCOCC3)C(=C\c3ccccc3)/CC2)cc1,1.9,-3.6,5.8,-49.9,-8.2,8.3,-2.3,-13.4,-0.3,-5.1
c1nc(CCO[C@H]2CCCCO2)cc2cc3c(cc12)OCO3,-6.1,-9.4,0.6,0.1,7.3,8.8,4.1,17.4,0.2,-0.1
O=c1cc(-c2ccccc2)c2c([nH]1)CCCC2,1.8,-6.3,-7.0,-8.7,-1.4,2.1,.,21.2,-2.1,0.2
CCCCCC(O)(c1ccc(OC)cc1)C(CN1CCOCC1)c1ccccc1 (centres undefined),-11.4,0.3,-9.7,-0.3,-4.3,3.9,-0.9,14.1,-0.3,0.2
Cc1ccc(NS(=O)(=O)c2ccc(Cl)c(N=Nc3c(O)[nH]c(=O)[nH]c3=O)c2)cc1Cl,14.4,-4.1,1.5,-1.4,4.9,-2.0,30.6*,-8.5,-0.1,-3.3
O=C(NCc1ccccc1)N[C@@H](Cc1c[nH]c2ccccc12)C(=O)O,1.4,5.6,11.1,-2.8,0.5,-2.8,-2.4,35.9,-0.5,0.6
CSc1ncc(CN2CCN(CCC(C)C)C(CCO)C2)cn1 (centres undefined),-2.5,-7.6,-2.2,-3.3,0.3,-0.5,-2.4,12.2,0.0,-2.2
C[C@H](NC(=O)c1ncn(Cc2ccccc2)c1C(=O)N[C@@H](C)c1ccccc1)c1ccccc1,-8.8,-3.5,3.0,1.5,2.8,-0.9,0.0,-7.3,-1.6,-1.5
Cc1ccc(S(=O)(=O)NC(=O)Nc2ccc(C)cn2)cc1,0.7,3.1,1.0,1.3,3.4,0.1,-5.5,46.5,-1.7,-0.4
COc1ccc(CNC(=O)C2(CC(=O)NC(C)(C)C)CCCC2)cc1,-1.1,-4.7,3.5,1.9,-4.4,-1.3,2.2,9.6,-0.5,1.9
Cc1cc(OC(C)C(=O)NCc2ccccn2)c2c(C)cc(=O)oc2c1 (centres undefined),2.1,-8.0,3.5,-3.0,-2.6,-1.1,3.4,7.2,0.0,-1.0
CC(C)c1ccc2occ(-c3nn[nH]n3)c(=O)c2c1,1.4,0.2,-2.1,-1.6,0.9,2.4,-2.8,23.9,-4.3,-0.3
CC(C)C(NC(=O)C1CC(=O)N(Cc2ccccc2)C1)c1nc2ccccc2[nH]1 (centres undefined),2.8,-2.8,2.8,-2.2,-4.6,2.1,-4.1,14.9,-0.3,4.1
COc1ccc(OC)c(S(=O)(=O)Nc2cc3c4c(c2)CC(=O)N4CCC3)c1,-0.9,-12.2,4.4,-3.9,2.7,0.9,-1.8,13.9,-3.7,-0.1
O=C(Nc1ccc(Cl)cc1)c1cccc(S(=O)(=O)Nc2ccccn2)c1,0.6,-2.1,1.2,-6.1,5.0,-2.7,-2.4,-24.3,-2.6,-0.9
O=C(CCSc1nc(-c2ccc3c(c2)OCO3)cc(C(F)(F)F)n1)NCc1ccccc1,0.7,-0.7,6.7,-2.9,-3.6,1.5,-1.3,-75.2,-2.8,0.3

Further structures:
Compound,DAGLB inhibitor,RTF Ca sens inh,Rtt109 HAT inh,Keap1-Nrf2 PPI,PKA-R2B act,RTF Ca sens act,CAL PDZ FP-1,SR-BI uptake up,CAL PDZ FP-2,LANA DNA inh
CN(c1ccccc1)S(=O)(=O)c1ccc2[nH]c(=O)[nH]c2c1,-0.8,-9.7,-1.1,1.0,6.7,1.6,-1.8,5.0,-1.1,-2.2
CC[C@H](C)[C@@H](C(=O)N1CCNCC1)n1cc([C@@H](N)CC(C)C)nn1,1.1,2.9,2.6,-3.4,-1.5,0.3,-2.5,27.6,0.2,-2.2
O=C(COc1ccc(F)cc1)Nc1cc(S(=O)(=O)N2CCCCC2)ccc1N1CCCCC1,-8.3,-7.1,-7.7,3.9,6.7,-2.4,0.9,-22.4,-1.1,-0.3
N#Cc1ccccc1OCC(=O)NC(N)=O,-1.7,-0.8,3.1,3.2,1.6,-3.0,.,1.2,-0.5,-0.8
CCOc1ccccc1CN1CCC(n2nccc2NC(=O)C2CCCC2)CC1,1.5,-7.0,16.8,0.5,-2.1,-0.8,5.3,19.6,112.1*,-0.3
CC(C)N1CCC(n2nccc2NC(=O)c2ccc3c(c2)OCO3)CC1,-1.3,-2.4,-6.7,-0.5,6.8,-1.9,-5.0,15.9,-1.2,0.2
CC(C)(C)c1ccc(S(=O)(=O)Nc2noc3ccccc23)cc1,3.5,-2.6,-16.1,-2.7,0.6,-6.1,-6.7,-3.3,-0.6,-3.2
CCOC(=O)N1CCN(C(=O)c2cc(COc3cccc(C(C)=O)c3)on2)CC1,-1.7,-4.0,-3.6,0.7,7.1,-0.4,-1.5,-2.3,-0.1,-0.3
CCc1cc2c(cc3c(=O)n(CC(=O)NCCCN4CC(C)CC(C)C4)ncn32)s1 (centres undefined),-4.3,1.2,-5.2,0.5,-4.3,1.9,-2.8,2.0,-1.2,-0.2
CCn1c(SCC(=O)N2CCCCC2C)nc2ccsc2c1=O (centres undefined),1.1,-1.4,4.3,-0.4,-0.1,-6.1,-4.7,-7.2,-0.8,-0.2
CC(=O)c1ccc(NC(=O)c2sc3nc4n(c(=O)c3c2C)CCCCC4)cc1,0.6,-1.1,8.7,-0.4,0.5,0.2,8.2,-27.3,-1.9,0.5
Cc1cc(C)cc(N2CC(C(=O)Nc3cc(C)on3)CC2=O)c1 (centres undefined),-4.3,-8.9,1.5,-0.2,6.5,-5.2,-0.1,.,-2.7,0.4
O=C(Nc1ccc(N2CCN(Cc3ccccc3)CC2)cc1)c1ncn[nH]1,10.4,-6.3,-3.5,-0.2,-9.3,-2.8,-10.1,16.6,-0.1,1.1
CCOC(=O)c1c(NC(=O)CSc2n[nH]c(N)n2)sc(CC)c1C,6.7,3.7,.,1.9,-6.5,5.2,-4.8,-18.6,-2.8,0.2
C/C(=N\Nc1nc(-c2cc(C)ccc2C)cs1)c1cc2c(ccc3ccccc32)oc1=O,9.5,-0.6,-18.1,-3.7,-3.3,2.7,-3.2,16.0,-1.8,-0.7
COCCNC(=O)CSc1nc2cc3c(cc2c(=O)n1CCCC(=O)NCc1ccc(OC)cc1)OCO3,-1.2,-0.5,-17.9,-1.1,-3.4,-0.6,-2.9,-8.7,-0.2,0.1
Cc1nc(C)c(-c2csc(Nc3cccc(O)c3)n2)s1,1.5,3.9,-10.2,-0.1,-4.4,-1.1,-3.6,-40.1,1.0,-0.3
CCOC(=O)C1CCCN(c2c(NCCN(C)Cc3ccccc3)c(=O)c2=O)C1 (centres undefined),-3.2,-5.8,8.4,2.2,-5.8,0.7,.,5.0,-0.4,-0.3
O=C(N/N=C/c1ccc(O)c([N+](=O)[O-])c1)C(O)(c1ccccc1)c1ccccc1,4.2,1.4,-15.6,-8.2,7.2,1.2,-6.1,-31.3,0.9,-2.8
CC(=O)c1cc(-c2ccccc2)n(CC(=O)NC2CCCC2)c1C,0.2,-6.4,0.3,-4.6,1.7,4.0,.,-16.5,-0.3,-1.5
Cc1ccc(-c2ccc(S(=O)(=O)Nc3cccnc3)cc2)cc1,0.3,-5.4,16.1,5.7,-3.6,10.1,-1.8,25.3,-2.6,0.7
